# Source: PubChem
# Lipid storage S3: qHTS Assay for Lipid Storage Modulators in Drosophila S3 Cells; 320,000 compounds, 0.64% hits; AID 2685, 2010; lipid storage change, negative = inhibition, % at the top dose, mostly 46.1 µM; hits show Potency in µM; Drosophila S3 cells, BODIPY lipid droplet fluorescence, 18-24 h; cells fed with added oleic acid; active means well fitted inhibition curve with a large enough effect in the signal ratio, with a control signal flat, not every such curve was filed as active; inconclusive means small, poorly fitted or top-dose-only effect, or effect the other way, or a change in a side signal; the % refers to the signal ratio
#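 Drosophila S3 cells loaded with oleic acid (400 uM, as added) and compounds at several concentrations; lipid droplets imaged by 488-nm laser-scanning cytometry, 500–530 nm intensity and object ratio to cell channel. Percent activity normalized to 20 uM Triacsin C.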
# Lipid storage S3 cell count max: second read-out of Lipid storage S3, no call of its own (marks repeat the call); cell number change, %; measured here: cell count max response;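 cells counted by Cell Tracker Red CMTPX staining in the red channel; peak over a dose series mostly up to 46.1 µM; percent activity relative to internal control wells on each plate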
# Starred values were filed as active, the others as inactive; i = inactive; u = inconclusive; x = not tested or not shown; [ ] = remark or other dose. On the % scale 0 is the no-effect control and ±100 the full control effect; potency means the concentration at half of the fitted maximal effect.
canonical_smiles | Lipid storage S3 cell count max | Lipid storage S3
COC(=O)c1scc(C)c1N1C(=O)c2ccccc2C1=O | x | u
COc1ccc(OC)c(-c2nc(CN(C)C(C)c3ccncn3)c(C)o2)c1 (stereo not given) | 0 | 16%
O=[N+]([O-])c1cc(-c2ncccn2)c([N+](=O)[O-])s1 | x | u
O=C(CN1CCN(Cc2ccccc2)CC1)c1ccccc1 | x | u
c1ccc(CCCN2CCN(c3ccccc3)CC2)cc1 | x | u
O=C(COC(=O)COc1ccccc1)Nc1cccc([N+](=O)[O-])c1 | x | u
O=c1ccc2c([nH]1)CCCCCCCCCC2 | 10 | 2%
Cc1sc(-c2ccccn2)nc1OC(=O)c1ccc(F)cc1F | x | u
CC(=O)NC(CC(=O)N(Cc1ccccc1)c1ccc(C)cc1)c1ccccc1 (stereo not given) | -15 | i
O=C(NCc1ccccn1)c1ccc(Cl)c(S(=O)(=O)N2CCCCC2)c1 | -1 | -4%
COc1cc(C(=O)O/N=C(\N)c2cccc([N+](=O)[O-])c2)cc(OC)c1OC | x | u
Cc1ccc(C)c(NC(=O)CCCCCCCCCCC2COCCO2)c1 (stereo not given) | -1 | 6%
CCOC(=O)CN/C=C(\C#N)c1ccccc1 | 4 | -12%
Cc1cc(C)n2cc(CSc3nnc(N)s3)nc2n1 | x | u
CCN1/C(=C\C=C2\C(=O)N(c3ccccc3)C(=S)N2C)Sc2ccccc21 | x | u
Cc1ccccc1NC(=O)C(C#N)Cc1cccnc1 (stereo not given) | 0 | 10%
O=C(Nc1ccc(Cl)cc1C(=O)Nc1ccc(Br)cn1)c1ccco1 | x | u
CCOc1ccc(S(=O)(=O)NCc2cccs2)cc1C(C)C | x | u
CCc1nc2ccc(C(=O)N3CCN(c4cccc(OC)c4)CC3)cc2nc1CC | x | u
CC1(C)CC(CCC(=O)Nc2ccccc2Cl)C(=O)O1 (stereo not given) | -10 | i
CCN(CC)C(=O)N1CCN(Cc2ccc3c(c2)OCO3)CC1 | x | u
COc1ccc(CCN=C(N)NS(=O)(=O)c2ccc3ccccc3c2)cc1 | x | u
Cc1cccc(-c2cc3nc(C)cc(N4CC(C)CC(C)C4)n3n2)c1 (stereo not given) | x | u
Cc1[nH]nc(NNC(=O)c2ccccc2)c1[N+](=O)[O-] | x | u
CN(C)c1ccc(NC(=O)Nc2ccc3c(c2)nnn3C)cc1 | 10 | 13%
CCCn1c(SCC(=O)NC(=O)NC(C)(C)C)n[nH]c1=O | x | u
O=C(NC(=S)Nc1ccc2[nH]c(=O)[nH]c2c1)c1cc(Br)ccc1Cl | x | u
Cc1ccc(N2C(=O)/C(=C\c3ccco3)SC2=S)cc1 | -19 | i
CC(=O)Nc1ccc(S(=O)(=O)N2CCc3ccccc3C2)cc1 | -18 | i
COc1ccc(CNC(=O)c2ccccc2SCC(=O)NCc2ccco2)cc1 | -5 | 2%
CCOCCCNS(=O)(=O)c1ccc2c(c1)CCN2C(=O)CC | 18 | i
Cc1ccc(CN(C)C(=O)CN2C(=O)NC3(CCCC3)C2=O)o1 | x | u
O=C1CN(C(=O)c2ccccc2)C(c2ccccc2)c2cc(F)ccc2N1 (stereo not given) | x | u
COc1ccc(N2C(=O)CN=C2Nc2nc(C)cc(C)n2)cc1OC | 2 | -5%
COc1ccc(-n2c(C)cc(C(=O)CSc3nnc(-c4cccs4)o3)c2C)cc1 | x | u
CCO[C@H]1OC(C(=O)N2CCN(Cc3ccc4c(c3)OCO4)CC2)=C[C@@H](c2ccc(C(F)(F)F)cc2)[C@@H]1CCCO | x | u
CCc1nc2sc3c(=O)n(N)cnc3c2c2c1COC(C)(C)C2 | 17 | 10%
COc1cc(O)c(NC(C)=O)c2nonc12 | x | u
Cc1nn(C)cc1-c1csc(N)n1 | 19 | -6%
COC(=O)c1ccc(CNC(=O)c2c3c(nc4ccccc24)CCN(Cc2ccccc2)C3)cc1 | x | u
CCCc1nc2ccccc2c(C(=O)OCC(=O)Nc2ccc(S(=O)(=O)N3CCOCC3)cc2)c1CC | x | u
COC(=O)c1ccccc1NC(=O)N1CCN(c2ccc(F)cc2)CC1 | x | u
CC(=O)Nc1ccc(NC(=O)c2ccccc2C)cc1 | x | u
COc1ccc(OC)c(CCNC(=O)CS(=O)(=O)Cc2nc(-c3ccccc3Cl)oc2C)c1 | x | u
CC(C)(C)C1CCC(C(=O)OCC(=O)N2CCOCC2)CC1 (stereo not given) | 17 | 3%
Cc1ccc(OCC(=O)NC(C)c2ccccc2)c([N+](=O)[O-])n1 (stereo not given) | x | u
Cc1cc(C(=O)COC(=O)c2ccc3c(c2)NC(=O)CS3)c(C)n1CC1CCCO1 (stereo not given) | x | u
COc1ccc(CCNC(=O)CSc2nc3[nH]ncc3c(=O)n2-c2ccc(Cl)cc2Cl)cc1OC | x | u
CCCOc1ccc(C(=O)NNC(=S)NC(=O)c2ccco2)cc1 | -20 | -20%
CCOC(=O)c1cc2sccc2n1CC(=O)N1CCCc2ccccc21 | -17 | 11%

# (list continues)
canonical_smiles | Lipid storage S3 cell count max | Lipid storage S3
Cc1nonc1NC(=O)CSc1cn[nH]n1 | x | u
Cc1nc2c(-c3ccccc3)c(C)nn2c(C)c1CCC(=O)NCc1ccco1 | x | i
CCn1c2ccccc2c2nnc(SCC(=O)NCc3cccs3)nc21 | -14 | 7%
Cn1c(=O)n(C)c2cc(N3CCOCC3)c(NC(=O)c3cccc(Cl)c3)cc21 | -6 | i
O=C(c1cc2ccccc2cc1O)N1CCN(c2cccc(Cl)c2)CC1 | x | i[0.0737 µM]
O=C(COC(=O)c1ccccc1NC(=O)c1ccco1)Nc1ncc(Cl)cc1Cl | x | u
Cc1ccccc1OCC(=O)Nc1cccc(S(=O)(=O)NC2=NCCC2)c1 | x | u
O=S(=O)(NCCc1ccccc1)c1ccc(Cl)nc1 | x | u
COc1cccc(N2C(=O)CC(N3CCN(CCN=CC4=C(O)CC(C)(C)CC4=O)CC3)C2=O)c1 (stereo not given) | -2 | i
Cc1ccc(C)c(NC(=O)c2cc(-c3cc(C)c(C)cc3O)n[nH]2)c1 | x | u
O=C(NCC1CCCO1)C1CCN(C2CCN(Cc3cccs3)CC2)CC1 (stereo not given) | x | 0%
CC1(C)S/C(=N/N=C/c2cccs2)NC1=O | -11 | -3%
NC(=O)NO | -23 | -9%
O=C(CC(=O)NCc1ccc(Cl)cc1)NCc1ccc(Cl)cc1 | x | u
O=C1c2cccc3c(N4CCCCC4)ccc(c23)C(=O)N1CCO | x | u
Cc1[nH]n(S(=O)(=O)c2ccccc2)c(=O)c1N=Nc1cccc(Cl)c1 | 15 | i
CCOc1ccccc1N(CC(=O)Nc1ccc(OC)cc1OC)S(=O)(=O)c1ccccc1 | x | u
CC1CC(C)CN(CC(=O)c2c[nH]c3ccccc23)C1 (stereo not given) | x | u
CC1(C(=O)O)CCC(C(=O)NCCc2ccccc2)C1(C)C (stereo not given) | x | 24%
COc1ccc(C(CC(=O)O)N2Cc3ccccc3C2=O)cc1 (stereo not given) | x | u
Cc1nc(N2CCC(C)CC2)c2c(C)c(C(=O)Nc3cccc(C(F)(F)F)c3)sc2n1 | 10 | 6%
Cc1ccc(NC(=O)COC(=O)CN2C(=O)NC3(CCCC3)C2=O)cc1Cl | -6 | 0%
CCOC(=O)C1=C(C)Nc2ncnn2C1c1cccs1 (stereo not given) | 15 | 1%
Cc1ccc(NC(=O)COC(=O)C2CC2)c(Br)c1 | x | u
O=C(COC(=O)c1cncc(Br)c1)NC1CCCC1 | x | u
CC(C)(C)c1ccc(Oc2cccc(C3CC(=O)C(C4NCCc5ccccc54)C(=O)C3n3cncn3)c2)cc1 (stereo not given) | -17 | -1%
Cc1ccc(S(=O)(=O)NCc2ccccc2)s1 | x | u
Cc1cc(NC(=O)CCC(=O)N(Cc2cccs2)C(C(=O)NC2CCCC2)c2ccncc2)no1 (stereo not given) | x | u
CC(C)CC(=O)NC(=S)Nc1ccccc1C(F)(F)F | x | u
Cn1nc(C(F)(F)F)c(/C=N/OC(=O)c2ccc(Cl)cc2)c1Cl | x | u
O=C(COC(=O)COc1ccc(Cl)cc1Br)NCc1cccs1 | x | u
CCOc1ccc(C2CC(c3cccc(OC)c3OC)n3nnnc3N2)cc1Cl (stereo not given) | x | u
CC(C)Cn1nc(C(=O)N2CCc3ccccc32)c2ccccc2c1=O | x | u
CCn1c(SCC(=O)N2c3ccccc3Sc3ccccc32)nnc1-c1ccco1 | x | u
Cc1ccc(S(=O)(=O)N2CCOCC2)cc1C(=O)NC(=S)N1CC(C)CC(C)C1 (stereo not given) | -4 | 3%
COc1ccc(-c2csc3ncnc(Oc4ccc5c(C)cc(=O)oc5c4)c23)cc1 | x | u
COc1ccc(C2=NN(C(=O)CCC(=O)O)C(c3ccc(F)cc3)C2)cc1 (stereo not given) | x | u
CCOC(=O)C(C(=O)OCC)C(C#N)c1ccccc1 (stereo not given) | 1 | 2%
O=C(C1CCCC1)N1CCN(S(=O)(=O)c2ccc(F)c(F)c2F)CC1 | x | u
O=C(NC1CCCCCCC1)C1c2ccccc2C(=O)N1Cc1ccco1 (stereo not given) | -7 | 5%
O=C1N=C(N2CCc3ccccc3C2)S/C1=C\c1cccc(O)c1 | x | u
O=C(Nc1nnc(Cc2ccccc2)s1)c1cccs1 | 7 | 0%
Cc1coc2c1c(C)cc1oc(=O)c(CC(=O)N[C@H](C(=O)O)C(C)C)c(C)c12 | x | u
O=S(=O)(Nc1ccc(-c2nc3cccnc3s2)cc1)c1cc(F)ccc1F | 11 | 11%
CCN(CC)CCNC(=O)c1cn(CC)c2cc(N3CCN(C(=O)c4ccco4)CC3)c(F)cc2c1=O | 3 | -9%
Cc1cccc(C)c1NC(=S)NC(=O)c1ccc(Br)o1 | x | u
O=C(CNS(=O)(=O)c1ccccc1)N/N=C/c1ccc(O)cc1 | x | u
COc1ccc(Cl)cc1C(=O)Nc1ccc(CN2CCCCC2)cc1 | x | u
CCN(Cc1ccncc1)C(=O)c1ccc(Br)o1 | x | u
COc1ccc(N(C)S(=O)(=O)c2ccc(Cl)c(C(=O)NCC(C)(C)N3CCOCC3)c2)cc1 | x | u

# Molecules from the list above that have a nitro group on carbon:
canonical_smiles | Lipid storage S3 cell count max | Lipid storage S3
O=[N+]([O-])c1cc(-c2ncccn2)c([N+](=O)[O-])s1 | x | u
O=C(COC(=O)COc1ccccc1)Nc1cccc([N+](=O)[O-])c1 | x | u
COc1cc(C(=O)O/N=C(\N)c2cccc([N+](=O)[O-])c2)cc(OC)c1OC | x | u
Cc1[nH]nc(NNC(=O)c2ccccc2)c1[N+](=O)[O-] | x | u
Cc1ccc(OCC(=O)NC(C)c2ccccc2)c([N+](=O)[O-])n1 (stereo not given) | x | u

# New compounds follow
canonical_smiles | Lipid storage S3 cell count max | Lipid storage S3
COc1cc(C2=NOC(C(=O)Nc3c(C)n(C)n(-c4ccccc4)c3=O)C2)cc(OC)c1OC (stereo not given) | x | u
CCOC(=O)C1=C(C)Nc2nc(SCC)nn2C1c1ccc(OC)cc1 (stereo not given) | x | u
CN(CC(=O)O/N=C(\N)c1ccccn1)S(=O)(=O)c1ccccc1 | -18 | 37%
O=c1c2c(nc3c(-c4ccccc4)c[nH]n13)CCCC2 | x | i
COc1ccc2c(c1[N+](=O)[O-])CCC/C2=N/OC(=O)c1cccc2ccccc12 | x | u
O=C(/C=C/c1ccc([N+](=O)[O-])cc1)N1CCN(S(=O)(=O)c2cccs2)CC1 | x | u
CCOC(=O)c1c(NC(=O)C(C)N2CCN(C(=O)c3ccco3)CC2)sc2c1CCCC2 (stereo not given) | x | u
N#C/C(=C/c1ccccc1)c1nn(CCO)c(N)c1C#N | x | u
CC(C)C1Cc2c(sc3ncnc(NN)c23)CO1 (stereo not given) | x | u
Cc1cc(S(=O)(=O)NC2CCN(Cc3ccccc3)CC2)c(C)cc1Cl | x | u
O=S(=O)(N/N=C\c1cccc(F)c1)c1ccccc1 | x | 26%
COc1cc2c(cc1OC)C(NC(=O)c1ccc(C)cc1)CC2=O (stereo not given) | -9 | -9%
O=C(COc1ccccc1)NCCSCc1ccc(Cl)cc1 | x | 16%
CCC1CCC2(CC1)NC(=O)N(CC(=O)Nc1ccc(OC)c(Cl)c1)C2=O (stereo not given) | 12 | i
CCCOc1ccc(CC(=O)NCCc2ccccc2)cc1OC | x | u
CCCOc1ccc(/C=C/c2[nH]c(=O)[nH]c(=O)c2[N+](=O)[O-])cc1OCC | -5 | -9%
COC(=O)CN(c1ccc(OC)cc1OC)S(=O)(=O)c1ccccc1[N+](=O)[O-] | 0 | 6%
CN1C(=O)/C(=C/c2ccccc2OCc2ccc(C(=O)O)cc2)NC1=S | x | u
CC1CCN(CCCNC(=O)CCNC(=O)Cn2cnc3ccccc3c2=O)CC1 | 18 | i
CC(C)(C)NC(=O)C1Cc2ccccc2CN1C(=O)Nc1cccc(Cl)c1 (stereo not given) | x | -13%
COc1ccc(CN(CCCN2CCOCC2)S(=O)(=O)N(C)C)cc1OC | x | u
COC(=O)CCCCC1SCC(NC(=O)c2ccccc2)C1OC(C)=O (stereo not given) | 6 | -8%

# As a working copy, two of the compounds above.
canonical_smiles | Lipid storage S3 cell count max | Lipid storage S3
COc1ccc(CN(CCCN2CCOCC2)S(=O)(=O)N(C)C)cc1OC | x | u
COC(=O)CCCCC1SCC(NC(=O)c2ccccc2)C1OC(C)=O (stereo not given) | 6 | -8%

# This is a subset, so the mix of outcomes need not match the whole.
